LYP phosphatase: LYP phosphatase inhibitors, primary screen, biochemical, DiFMUP fluorescence, recombinant catalytic domain, 10 µM (AID 606). 52,000 tested, under 10 active. recombinant LYP catalytic domain, DiFMUP fluorescence; higher % means a stronger effect. one-dose inhibition, % at 10 µM; IC50 in µM for titrated hits;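 active = IC50 under 40 µM in the dose-response test; inactive = IC50 of 40 µM or more, or never dose-tested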
HPDE-C7 viability: cytotoxicity in HPDE-C7 cells, cell-based, fluorescence, HTS (AID 430) | HPDE-C7 pancreatic duct cells viability, fluorescence; higher % means a stronger effect | one-dose cytotoxicity, % at 10 µM; EC50 in µM for titrated hits | 63,000 tested, 1.8% active;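 also: cells exposed to compound for 48 hours before viability readout; 0% = vehicle and 100% = reference cytotoxic drug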
DPM-DC inhibit: S. pneumoniae DPM-DC inhibitors, primary screen, biochemical, PK/LDH-coupled NADH fluorescence | calls only at 10 µM | 65,000 tested, 0.49% active | diphosphomevalonate decarboxylase (Streptococcus pneumoniae D39) | AID 556, 2006 | purified DPM-DC;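 active = the 320 compounds with the highest percent inhibition in the single-dose primary screen, excluding strongly autofluorescent ones, cut at about 32% in these data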;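 also: kinetic rate of NADH fluorescence loss reporting ADP formed by the decarboxylase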
Alkaline phosphatase: human TNAP enzyme inhibitors, biochemical, luminescent (AID 518); purified TNAP enzyme, luminescent substrate readout; higher % means a stronger effect; inhibition, % at 20 µM, or IC50 in µM where a hit was titrated; 64,000 tested, 0.09% active; Alkaline phosphatase, tissue-nonspecific isozyme (Homo sapiens); in the data active = a potency from the dose series; inactive = the rest, 99 in 100 with inhibition below about 22%;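 also: plate controls were vehicle for no effect and reference inhibitor for full effect; many of its hits are not listed in these tables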
PMK inhibit: S. pneumoniae PMK inhibitors, primary screen, biochemical, mevalonate pathway, pilot trial included | phosphomevalonate kinase (Streptococcus pneumoniae D39) | inhibition, % at 10 µM | purified PMK, PK/LDH-coupled NADH absorbance 340 nm | 65,000 tested, 0.49% active;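 active = top-ranked compounds by inhibition in the single 10 µM screen, taking a fixed number of the strongest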;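 also: 0% = full reaction with DMSO carrier and 100% = background rate without enzyme reaction; no value below 0 was filed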
HT1080 cytotoxicity: cytotoxicity in HT1080 fibrosarcoma cells, cell-based, fluorescence readout (AID 620); 87,000 tested, 0.42% active; HT1080 viability, fluorescence; higher % means a stronger effect; cytotoxicity, % at 10 µM; hits with a dose series show EC50 in µM;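 also: cells exposed to compound overnight then 4 h with Alamar Blue; 0% = vehicle DMSO and 100% = killing control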
KRASV12 cytotoxicity: cytotoxicity in KRAS-transformed pancreatic duct cells, primary screen, cell-based, fluorescence, HTS (AID 431); HPDE-C7K KRASV12 cells, Alamar Blue viability, 48 h; higher % means a stronger effect; one-dose cytotoxicity, % at 10 µM; EC50 in µM for titrated hits; 63,000 tested, 1.7% active;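 active = compounds whose percent cytotoxicity in the single-dose primary screen, scaled between solvent and toxic-drug controls, exceeds 50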;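 also: 0% = DMSO solvent wells and 100% = doxorubicin-treated wells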
Bfl-1 inhibitors: Bfl-1 inhibitors, primary screen, biochemical, fluorescence polarization, FITC-Bid, mouse (AID 432) | Bcl-2-related protein A1 (Mus musculus) | FITC-Bid BH3 peptide fluorescence polarization displacement; higher % means a stronger effect | displacement, % at 20 µM, or IC50 in µM where a hit was titrated | 64,000 tested, 0.02% active; in the data active = a potency from the dose series; inactive = the rest, 99 in 100 with displacement below about 15%; also: strong numbers were not always called active
Spn MK inh: S. pneumoniae MK inhibitors, primary screen, biochemical, PK/LDH-coupled NADH absorbance; inhibition, % at 10 µM; 65,000 tested, 0.48% active; AID 555, 2006; purified MK, PK/LDH-coupled NADH absorbance 340 nm;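 active = ranked among the strongest by inhibition in the single 10 µM screen, a fixed top-ranked set picked for dose follow-up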; also: no value below 0 was filed
PMK inhibit pilot replicates: recorded beside PMK inhibit, whose call it bears; inhibition, %; measured here: pilot screen replicates
Spn MK inh pilot replicates: recorded beside Spn MK inh, whose call it bears; inhibition, %; measured here: pilot screen replicates
DPM-DC inhibit pilot screen %: recorded beside DPM-DC inhibit, whose call it bears; inhibition, %; measured here: pilot screen trials
An asterisk follows results filed as active; i = inactive; x = not tested or not shown. Rule as the data show it, unless noted: active = cytotoxicity above about 50%; inactive = the rest.

SMILES | LYP phosphatase | HPDE-C7 viability | DPM-DC inhibit | Alkaline phosphatase | PMK inhibit | HT1080 cytotoxicity | KRASV12 cytotoxicity | Bfl-1 inhibitors | Spn MK inh | others
Cc1occc1-c1nnc(SCC(=O)NCc2ccco2)n1CC(C)C | 9% | -7% | i | 13% | 16 | -1% | -1% | 0% | 15
CC1(C)NC(=O)N(CCCCOc2ccc3c(c2)CCC3)C1=O | 12% | 10% | i | 8% | 13 | 5% | 5% | 5% | 16
COc1ccc(-n2nnnc2SCC(=O)N2C(C)CCCC2C)c(OC)c1 (stereo not drawn) | x | -33% | i | 8% | 5 | -9% | -42% | -4% | 5
N#CCCNCC1(c2ccccc2)CCCC1 | 8% | -2% | i | 7% | 10 | -7% | 7% | 10% | 0 | PMK inhibit pilot replicates=0.5;Spn MK inh pilot replicates=2.5;DPM-DC inhibit pilot screen %=1.0
COC(=O)c1sc(NC(=O)C(C)C)c(C(=O)OC)c1C | x | -1% | i | 11% | 0 | 4% | -4% | 2% | 18
Nc1nc(SCc2ccc(Cl)cc2Cl)n[nH]1 | x | -1% | i | -3% | 1 | 13% | -9% | 5% | 8 | PMK inhibit pilot replicates=0.5;Spn MK inh pilot replicates=1.5;DPM-DC inhibit pilot screen %=7.5
CC(C)[C@H](NC(=O)Nc1ccc(Oc2ccccc2)cc1)C(=O)O | 4% | x | i | 12% | 9 | -14% | x | -4% | 1
COc1ccc(OC)c(NC(=O)CCCN2C(=O)C3C4C=CC(C4)C3C2=O)c1 (stereo not drawn) | x | -1% | i | -1% | 16 | 4% | 5% | -8% | 0
COc1ccc(CC(=O)Nc2ccc(-c3noc(COc4ccccc4C)n3)cc2)cc1 | 10% | -12% | i | 9% | 5 | -5% | -5% | -7% | 12
COCCNCC#CCOc1ccc(OC)cc1 | 11% | -11% | i | -1% | 7 | 1% | -24% | -5% | 11
CC(C)C(C)(C#N)NC(=O)CSc1nnc(-c2ccncc2)n1Cc1ccccc1 (stereo not drawn) | 1% | -4% | i | 4% | 5 | -9% | -9% | -1% | 0
COCCNc1nc2c(c(=O)n(Cc3ccc(OC)cc3)c(=O)n2C)n1C | 7% | 24% | i | -2% | 7 | 12% | 22% | 5% | 0
COCCCN1C(=O)C(=O)/C(=C(/O)c2ccc3c(c2)CC(C)O3)C1c1cccnc1 (stereo not drawn) | -5% | -3% | i | 11% | 12 | -4% | 2% | 5% | 10
COc1ccccc1OCCNC(=O)c1ccccc1C | 11% | -1% | i | 1% | 10 | 2% | -28% | -1% | 6
COc1ccccc1-c1nnc(SCC(=O)Nc2nc(-c3ccccc3)cs2)n1C | x | 3% | i | -11% | 12 | -16% | 6% | -1% | 1
COc1cccc(NS(=O)(=O)c2ccc(Br)s2)c1 | x | 24% | i | 4% | 6 | -4% | 30% | -7% | 0
COc1ccccc1C(=O)N1CCN(C(=O)c2ccncc2)CC1 | x | 2% | i | 14% | 8 | -1% | -3% | -10% | 10 | PMK inhibit pilot replicates=4.5;Spn MK inh pilot replicates=1.5;DPM-DC inhibit pilot screen %=1.5
CCOc1ccc(C2C=C(c3ccc(C)cc3)Nc3ncnn32)cc1 (stereo not drawn) | 3% | -4% | x | -4% | 8 | -3% | -13% | 2% | 12
O=C(CNS(=O)(=O)c1cccc(C(F)(F)F)c1)Nc1ccccc1F | -2% | -3% | i | -1% | 15 | 4% | -18% | -2% | 5
CC1(C)NC(=O)N(CC(O)COc2ccc(-c3ccccc3)cc2)C1=O (stereo not drawn) | -2% | -10% | i | 10% | 17 | -4% | 5% | -1% | 5 | PMK inhibit pilot replicates=1.0;Spn MK inh pilot replicates=0.0;DPM-DC inhibit pilot screen %=4.5
COc1ccc2occ(C(=O)c3coc4ccc(O)c(CN(C)C)c34)c2c1 | 3% | -10% | i | -1% | 17 | -4% | -8% | 1% | 2
N#Cc1ccccc1Sc1ccccc1C(=O)OCc1nnc(-c2ccccc2)o1 | -8% | -10% | i | 7% | 16 | 2% | -14% | 8% | 1
CCOC(=O)c1cnc(-n2nc(C)cc2C)nc1N1CCOCC1 | 14% | x | i | 12% | 17 | 0% | x | -1% | 4
COc1ccc(CCNC(=O)COc2ccc(S(=O)(=O)N3CCOCC3)cc2)cc1 | 16% | 14% | i | 13% | 16 | -1% | 8% | 2% | 4 | PMK inhibit pilot replicates=2.0;Spn MK inh pilot replicates=2.0;DPM-DC inhibit pilot screen %=0.0
CCCC(=O)NCCc1cc2ccc(OC)cc2[nH]c1=O | 8% | x | i | x | 16 | 9% | x | x | 2
Cc1ccc(C(=O)c2nocc2C(=O)c2cccs2)cc1 | 0% | -5% | i | -2% | 18 | -10% | -10% | -6% | 1
Cc1ccc(C)c(N2CCN(CCCNC(=O)Cn3cc4c(n3)CCCCC4)CC2)c1 | 3% | 29% | i | 12% | 16 | 2% | 18% | 0% | 9 | PMK inhibit pilot replicates=1.5;Spn MK inh pilot replicates=0.5;DPM-DC inhibit pilot screen %=0.0
COc1ccc2[nH]c(C)c(C(=O)CN3CCOCC3)c2c1 | 8% | 10% | i | 14% | 2 | -2% | 20% | 0% | 0
O=C(Cc1cn2ccsc2n1)Nc1nc2c(s1)CCCC2 | x | 7% | i | -5% | 7 | 1% | 23% | -7% | 3
COc1ccc(C2c3sc(=O)[nH]c3SC3C4CCC(C4)C23)cc1 (stereo not drawn) | 3% | -11% | i | 6% | 9 | -8% | -3% | 6% | 9 | PMK inhibit pilot replicates=2.0;Spn MK inh pilot replicates=6.5;DPM-DC inhibit pilot screen %=9.0
COc1ccc(C(OC(=O)c2ccco2)C(=O)NCC2CCCO2)cc1 (stereo not drawn) | 5% | 6% | i | 10% | 10 | -3% | -1% | -6% | 0
O=C(C(c1ccccc1)c1ccccc1)N1CCN(CC(O)COc2ccccc2)CC1 (stereo not drawn) | 11% | 4% | i | 11% | 20 | 1% | 11% | -15% | 10
O=C(CCS(=O)(=O)Cc1ccccc1)NC1CCCCC1 | 10% | -23% | i | 9% | 4 | -4% | -12% | -1% | 9
O=C1CN2C(=Nc3ccc(Cl)cc3C2c2ccccc2)CN1 (stereo not drawn) | 5% | -11% | i | 11% | 13 | 3% | 3% | -6% | 0
Cc1cc(NCCCN2CCOCC2)n2nc(C)c(-c3ccc(F)cc3)c2n1 | 12% | -10% | i | 10% | 25* | x | -5% | 6% | 0
Cc1noc(NS(=O)(=O)c2ccc(NC(=O)CCC3CCCCC3)cc2)c1C | 4% | 1% | i | 7% | 3 | -2% | 5% | 0% | 7
CC(C)Oc1ccc(/C(O)=C2/C(=O)C(=O)N(CCN(C)C)C2c2ccco2)cc1 (stereo not drawn) | 11% | 0% | i | 9% | 0 | 2% | -2% | -1% | 5
CC1CC(C)CN(S(=O)(=O)c2ccc3c(c2)oc(=O)n3CC(=O)N2CCOCC2)C1 (stereo not drawn) | 7% | -4% | i | 2% | 0 | -12% | 2% | 2% | 8
CCCCNC(=O)OC(C)CNC(=O)Oc1cccc(C)c1 (stereo not drawn) | 11% | 19% | i | 19% | 16 | -2% | 24% | -2% | 0 | PMK inhibit pilot replicates=8.0;Spn MK inh pilot replicates=1.5;DPM-DC inhibit pilot screen %=1.5
COc1cccc(-c2cc(C(=O)Nc3cnn(Cc4ccccc4C)c3)no2)c1 | 15% | -3% | i | 3% | 6 | -6% | 1% | -7% | 3
CCOC(=O)c1ccccc1OCc1cc(/C=N/n2cncn2)ccc1OC | 8% | 37% | i | 10% | 0 | -10% | 47% | 1% | 15
CCOC(=O)CNC(=O)Nc1ccccc1C(=O)OC | x | 10% | i | 15% | 8 | x | -4% | -6% | 0 | PMK inhibit pilot replicates=0.5;Spn MK inh pilot replicates=3.0;DPM-DC inhibit pilot screen %=0.0
O=C(CSc1nnc(CNC(=O)c2cccs2)o1)Nc1cccc(C(F)(F)F)c1 | 0% | -4% | i | 5% | 10 | 8% | -4% | -5% | 3 | PMK inhibit pilot replicates=2.0;Spn MK inh pilot replicates=0.0;DPM-DC inhibit pilot screen %=0.0
O=C1C=C(NCc2ccco2)CCC1 | 2% | -15% | i | 4% | 12 | 0% | 2% | 0% | 9
O=C(CCN1C(=O)c2ccccc2C1=O)Nc1ccc2c(c1)OCCO2 | 12% | -2% | i | 6% | 0 | 3% | 11% | -2% | 9
c1ccc2c(c1)NC1(CCCC1)n1c-2nc2ccccc21 | 0% | x | x | 11% | 10 | 22% | x | 4% | 0
CC(=O)COc1cc(C)cc2oc(=O)c(C)c(C)c12 | 2% | x | x | 3% | 9 | x | x | -4% | 10
O=C(NCCCN1CCOCC1)c1cc2c(s1)CSC2 | 6% | -8% | i | 6% | 9 | 14% | -6% | -5% | 4
COc1ccc2c(CSc3nc4nc(C)cc(C)n4n3)cc(=O)oc2c1 | -1% | 18% | i | 14% | 15 | 8% | 19% | 2% | 0
CCn1c(SCC(=O)C(C)(C)C)nnc1-c1cnccn1 | x | 0% | i | 9% | 0 | -2% | -3% | 0% | 1 | PMK inhibit pilot replicates=2.5;Spn MK inh pilot replicates=0.0;DPM-DC inhibit pilot screen %=0.0
CCCC12CN3CC(C)(CN(C1)C31CCCCC1)C2=O | x | -18% | i | 13% | 17 | x | -13% | -7% | 3
O=C(Oc1ccccc1)c1cccc(N2C(=O)CCC2=O)c1 | 8% | x | i | 4% | 7 | -9% | x | -1% | 15
CN1CCN(c2ccc(Cl)cc2NC(=O)c2ccc(S(=O)(=O)N3CCCCCC3)cc2)CC1 | -8% | 4% | i | 13% | 6 | 0% | 1% | -1% | 0
CCn1c(-c2cc(Br)ccc2O)n[nH]c1=S | 2% | -7% | i | 26% | 10 | 3% | -8% | 5% | 6 | PMK inhibit pilot replicates=3.0;Spn MK inh pilot replicates=1.0;DPM-DC inhibit pilot screen %=4.0
c1ccc(OCCCc2nc(-c3ccncc3)no2)cc1 | 2% | 2% | i | 10% | 4 | 1% | -8% | 1% | 8
O=C(CSc1ncn[nH]1)Nc1cccc2ccccc12 | 7% | 7% | i | 10% | 0 | 2% | 5% | -4% | 7
CC1(C)OC(=O)C(=CNc2cccc(C(=O)O)c2)C(=O)O1 | 5% | -21% | i | 10% | 8 | 7% | -21% | -5% | 3

Compound activity as filed in PubChem BioAssay.
